Assay outcomes deposited in PubChem by National Center for Advancing Translational Sciences (NCATS).
TDP43 rescue = qHTS of TDP-43 Inhibitors; TDP-43 expressing yeast growth rescue, BacTiter-Glo, 24 h; Potency, µM (titrated, usually from 46.1 µM), for the others: at the highest dose growth rescue (activation), hits mostly activators; 1.8% of 410,000 active; AID 652104, 2013; also: potency is read from the fitted curve at half-maximal effect; % of control where 0% means no effect; nearly all actives have a fitted effect of over 50% in size
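Readout is BacTiter-Glo luminescence of cell growth, so inhibitors register as activators. TDP-43-expressing yeast at OD600=0.02 in galactose medium, after raffinose pregrowth to mid-log, were incubated with compound for 24 hr at 30 deg C.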
Akt phos inh = HTS Assay for Inhibitors of Akt Phophorylation: Primary Screen; Neuro2A IGF-stimulated pAkt S473 HTRF, 20 min; hits give low values; activity change, % for hits at 50 µM; 0.32% of 360,000 active; AID 651550, 2012; in the data active = activity change below about -80%; inconclusive = mostly about -51% to -80%; also: % is scaled to controls: 0 for no effect and ±100 for the full control effect
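Single-point screen (50 µM final compound) in Neuro2A cells stimulated 20 min with 6 nM IGF at 37 deg C. After lysis, Ser473-phosphorylated Akt read by HTRF (ex 330 nm, em 615/665 nm) as the 665/615 ratio.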
PTHR1 ag = qHTS for PTHR1 Agonists: Primary Screen | Parathyroid hormone/parathyroid hormone-related peptide receptor (Homo sapiens), Q03431 | HEK293 GP2 PTHR1 cells, GloSensor cAMP luminescence, 1 h | Potency, µM (doses to about 115 µM), without a hit: at the highest dose activation, usual class: activators | 0.075% of 410,000 active | AID 743266, 2014; also: potency is read from the fitted curve at half-maximal effect; nearly all actives have a fitted effect of over 55% in size; some results filed as inactive show a strong effect at the top dose; inactives centre near -15; many of its hits are not listed in these tables
Target sequence (Q03431 whole entry, looked up): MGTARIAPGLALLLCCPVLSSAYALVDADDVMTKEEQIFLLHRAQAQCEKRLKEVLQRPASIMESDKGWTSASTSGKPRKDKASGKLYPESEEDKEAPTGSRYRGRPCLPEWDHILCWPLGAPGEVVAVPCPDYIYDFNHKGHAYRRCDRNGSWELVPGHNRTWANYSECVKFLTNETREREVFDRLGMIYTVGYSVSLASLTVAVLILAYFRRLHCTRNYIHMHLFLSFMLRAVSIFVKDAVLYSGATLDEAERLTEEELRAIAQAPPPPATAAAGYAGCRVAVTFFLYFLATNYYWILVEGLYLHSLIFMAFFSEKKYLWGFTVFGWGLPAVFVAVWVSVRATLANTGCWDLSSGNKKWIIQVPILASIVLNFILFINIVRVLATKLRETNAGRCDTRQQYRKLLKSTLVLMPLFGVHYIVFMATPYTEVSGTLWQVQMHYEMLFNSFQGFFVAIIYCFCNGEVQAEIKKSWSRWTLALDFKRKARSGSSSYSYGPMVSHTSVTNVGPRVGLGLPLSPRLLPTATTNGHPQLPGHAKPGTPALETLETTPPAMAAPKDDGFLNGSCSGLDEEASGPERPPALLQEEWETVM
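HEK-293-derived GP2 cells expressing PTHR1 and a GloSensor cAMP reporter, 3,000/well, plated overnight, given luciferin plus IBMX (each 0.5 mM as added) for 1 h at 37 °C, then compound for 1 h at 37 °C. Luminescence was read after 15 min at room temperature.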
GLP-1R agonist = qHTS of GLP-1 Receptor Agonists | Glucagon-like peptide 1 receptor (Homo sapiens), P43220 | HEK293 GLP-1R CRE-luciferase, luminescence, 4-6 h; cells express a hypersensitive GLP-1R form | Potency, µM (top dose mostly 45.6 µM), for inactives: at the top dose activation, usual class: activators | 0.007% of 380,000 active; also: potency is read from the fitted curve at half-maximal effect; % of control where 0% means no effect
FUS yeast rescue = qHTS for Suppressors of FUS Proteinopathy: Primary screen using FUS-linked yeast assay; Potency, µM (doses to about 76.6 µM), without a hit: at the top dose growth rescue (activation), most hits filed as activators; S. cerevisiae FUS-expressing, growth rescue, OD600, 24 h; 0.24% of 390,000 active;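 also: potency is read from the fitted curve at half-maximal effect; plate controls were DMSO vehicle for no effect and reference control for full effect; nearly all actives have a fitted effect of over 55% in size; some results filed as inactive show a strong effect at the top dose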
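Yeast FUS proteinopathy model; galactose-induced FUS (2%), starting OD 0.005. Cpds in dilution series, 24hr, 30C, 99% humidity. Abs 600 nm growth. Pos ctrl CP55940 (top 92uM final); neg ctrl DMSO.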
Abeta yeast res = qHTS for compounds that reverse cellular toxicity of Amyloid beta (A-beta) peptide in yeast: Primary Screen; yeast expressing A-beta42, growth rescue, OD600, 48 h; response scale: 0% DMSO, 100% iron-clioquinol control; Potency, µM (highest dose often 46.1 µM), for the others: at the highest dose growth rescue, actives largely listed as activators; 0.063% of 410,000 active; AID 1347071, 2019; also: potency is read from the fitted curve at half-maximal effect; nearly all actives have a fitted effect of over 55% in size
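Yeast A-beta toxicity model in growth medium with pinned compounds, 48 h at 30 C; growth read as absorbance at 600 nm. Normalized to FeCl3/clioquinol equimolar mix (positive) and DMSO (negative).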
aSyn rescue = qHTS of alpha-syn Inhibitors; Yeast expressing alpha-synuclein, growth rescue, BacTiter-Glo, 24 h; Potency, µM (top dose mostly 46.1 µM), without a hit: top-dose growth rescue (activation), most hits filed as activators; 0.14% of 370,000 active; also: potency is read from the fitted curve at half-maximal effect; % of control where 0% means no effect; nearly all actives have a fitted effect of over 65% in size
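Galactose-induced alpha-syn yeast (OD600=0.02, raffinose-pregrown) + pinned cpd, 24 hr, 30 deg C; growth by BacTiter-Glo luminescence. Growth restoration scores as activation.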
D3 antag = qHTS of D3 Dopamine Receptor Antagonist: qHTS. D(3) dopamine receptor (Homo sapiens), P35462. D3R cells, DiscoveRx beta-arrestin luminescence, antagonist mode; hits give low values. max response, negative = inhibition, %. 2.5% of 360,000 active; in the data active = max response below about -50%; inconclusive = no clear call, values can overlap the other calls; also: % is scaled to controls: 0 for no effect and ±100 for the full control effect; mostly tested at two doses, the higher about 12 µM
Target sequence (P35462 whole entry, looked up): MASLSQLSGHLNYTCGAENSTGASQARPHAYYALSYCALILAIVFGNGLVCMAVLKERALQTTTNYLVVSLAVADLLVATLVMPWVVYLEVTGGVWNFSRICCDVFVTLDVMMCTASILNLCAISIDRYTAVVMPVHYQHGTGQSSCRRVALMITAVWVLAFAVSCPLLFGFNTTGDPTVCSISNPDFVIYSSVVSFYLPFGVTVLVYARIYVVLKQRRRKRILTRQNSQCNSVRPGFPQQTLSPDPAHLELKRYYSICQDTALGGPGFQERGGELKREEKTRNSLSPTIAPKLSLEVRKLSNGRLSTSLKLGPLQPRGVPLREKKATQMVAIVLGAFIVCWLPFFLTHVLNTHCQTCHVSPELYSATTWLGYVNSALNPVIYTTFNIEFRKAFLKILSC
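Cells expressing the human receptor were seeded at 1500 cells/well, incubated overnight at 37 degrees C in 5% CO2, then exposed to library compounds with dopamine controls for 90 minutes at 37 degrees C before luminescent detection.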
GLP-1R inv ag = qHTS of GLP-1 Receptor Inverse Agonists (Inhibition Mode); Glucagon-like peptide 1 receptor (Homo sapiens), P43220; HEK293 GLP-1R CRE-luciferase, luminescence, 24 h; GLP-1R form is constitutively active; Potency, µM (series often up to 38.3 µM), for the others: at the top dose activity change, negative = inhibition, most hits filed as inhibitors; 1.6% of 410,000 active; AID 624417, 2012; also: potency is read from the fitted curve at half-maximal effect; % is scaled to controls: 0 for no effect and ±100 for the full control effect; nearly all actives have a fitted effect of over 55% in size
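Using stably transfected HEK293 (constitutively active GLP-1R, cAMP-luciferase reporter), compounds were incubated 24 hr and luciferase measured by luminescence.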
Starred values were filed as active, the others as inactive; i = inactive; u = inconclusive; x = no result given; [ ] = remark or other dose. Unless noted, calls follow the shape of the dose curve; as a rule, active = well fitted curve in the direction sought with a large enough effect; inconclusive = small, poorly fitted or top-dose-only effect, or another doubt; inactive = no such curve, though single readings can be large; an effect the other way counts as inactive or inconclusive. The list is partial; count on the stated rates, not on these rows.

Value order: TDP43 rescue	Akt phos inh	PTHR1 ag	GLP-1R agonist	FUS yeast rescue	Abeta yeast res	aSyn rescue	D3 antag	GLP-1R inv ag
(1) COCCN(Cc1ccccc1)C(=O)c1ccc(C(=O)c2ccccc2)cc1
→ 23.0%	i	-92.3%[inhibitor]	10.0%	17.5%	-12.9%	4.0%	-6.1	u
(2) O=C(COC(=O)CN1C(=O)C2CC=CCC2C1=O)Nc1cc(C(F)(F)F)ccc1N1CCOCC1 (stereo unspecified)
→ 9.7%	i	-13.0%[57.5 µM]	8.2%	22.1%	9.7%	-3.1%	27.8	15.5%
(3) Cc1ccc(C2=CC(=O)C[C@H](c3ccc(F)cc3)C2)cc1
→ 15.8µM*	i	i	2.4%	15.5%	3.9%	14.4%	-10.4	0.8%
(4) CN(C)c1ccc(NC(=O)Oc2ccccc2)cc1
→ 9.6%	i	-17.7%	-4.9%	20.3%	14.1%	2.2%	-6.6	-8.4%
(5) COc1ccc(C(CC(=O)O)NC(=O)c2ccco2)cc1OC (stereo unspecified)
→ -2.2%	i	i	-2.3%	-12.5%	-12.7%	-7.6%	4.5	3.2%
(6) Cc1cc(C)cc(OCC(=O)N/N=C/c2ccccn2)c1
→ 15.7%	i	2.1%	0.0%	-4.8%	-14.8%	-4.5%	2.2	0.0%
(7) COc1ccc(C2CC(=O)c3cnc(NC(=O)c4ccccc4)nc3C2)cc1OC (stereo unspecified)
→ 20.0%	i	i	7.0%	4.0%	-1.4%	7.9%	0.4	53.9%[activator]
(8) CN(C(=O)CSc1nnnn1C)C1(C#N)CCCCC1
→ 12.1%	i	-19.5%	1.9%	-22.0%	-2.7%	-2.1%	4.3	17.5%
(9) Cc1ccc(NS(=O)(=O)c2cc(NC(=O)c3ccc4c(c3)NC(=O)CS4)ccc2C)c(C)c1
→ -4.6%	i	-37.4%[inhibitor]	5.3%	21.1%	4.7%	4.1%	-10.3	u
(10) COc1ccc(NC(=O)C2CCCN(S(=O)(=O)c3cccc4nonc34)C2)cc1OC (stereo unspecified)
→ -7.6%	i	i	17.7%	14.0%	13.4%	7.4%	9.4	u
(11) O=C(C[C@H]1CC[C@H]2[C@@H](COC[C@H](O)CN2C(=O)c2ccccn2)O1)N1CCN(c2ccccc2)CC1
→ 4.4%	i	i	x	1.5%	-2.3%	-4.1%	-25.4	0.4%
(12) Cc1cccc(NC2(C(F)(F)F)N=C(c3ccccc3)NC2=O)n1 (stereo unspecified)
→ -14.4%	i	i	6.9%	10.6%	6.6%	0.2%	-4.9	u
(13) Cc1noc(C)c1S(=O)(=O)Nc1ccc2c(c1)C(=O)N([C@H](C)CO)C[C@H](C)[C@@H](CN(C)C(=O)Nc1ccccc1)O2
→ 19.4%	i	-12.4%	4.0%	5.5%	3.4%	-6.3%	10.2	11.9%
(14) CCc1ccc(-c2csc(NC(=O)Oc3ccccc3)n2)cc1
→ -23.0%	i	-24.0%	4.4%	24.1%	-4.7%	-2.5%	24.0	39.4%
(15) O=C(COc1ccccc1F)NNC(=O)c1ccc(F)c(S(=O)(=O)N2CCOCC2)c1
→ 17.0%	i	-15.7%	-4.0%	3.0%	-4.7%	5.9%	8.3	3.4%
(16) Cc1ccc(C(=O)c2coc3ccc(O)c(Cl)c23)cc1
→ 15.8µM*	i	-14.2%[57.5 µM]	0.4%	52.8%	-57.5%[inhibitor]	-15.5%	4.6	u
(17) CC(=O)c1c(C)[nH]c(C(=O)/C(C#N)=C/c2cccc(C)c2)c1C
→ 7.9%	i	i	16.5%	17.2%	5.4%	-7.6%	12.2	21.1%
(18) O=C(CSCc1c(Cl)cccc1Cl)Nc1nccs1
→ u	x	-24.1%	0.8%	9.6%	17.1%	x	25.4	-0.7%
(19) Cc1ccc(NC(=O)CSc2nc3c(oc4ccccc43)c(=O)n2Cc2ccco2)cc1
→ 17.3%	x	i	x	-13.8%	-5.3%	x	x	-5.6%
(20) NC(Cc1ccc(C(F)(F)F)cc1)c1csc(Nc2ccc(C(=O)NCCCO)cn2)n1 (stereo unspecified)
→ 4.5%	i	21.2%	-5.5%	20.4%	9.0%	8.9%	9.2	u
(21) COc1ccc(-c2cc(-c3ccc(C)cc3)n[nH]2)c(O)c1
→ 19.7%	i	-78.1%[inhibitor]	11.2%	-8.0%	4.5%	-19.2%	-4.1	u
(22) CCOc1ccc(/C=C/C(=O)N(C)CC(=O)Nc2cccc(F)c2)cc1OCC
→ 5.3%	i	-13.9%	23.4%	0.0%	-5.4%	1.5%	13.1	-3.0%
(23) CCOC(=O)c1oc2ccccc2c1N
→ 2.5%	i	-10.2%[57.5 µM]	1.7%	-5.6%	-0.9%	0.4%	1.7	36.5%[activator]
(24) O=C(Nc1ccccc1F)c1ccc(Br)o1
→ 0.0%	i	-17.7%	8.1%	-32.6%	-3.5%	0.8%	14.9	0.2%
(25) O=C(OCC(=O)N1CCOCC1)c1cccc(S(=O)(=O)Nc2ccc(F)cc2)c1
→ 6.4%	i	-14.7%	-7.8%	-5.7%	-12.5%	-0.9%	5.6	-5.0%
(26) CCOC(=O)[C@]12CCCC=C1N(CCC1=CCCCC1)C(=O)[C@H](CC(=O)NCCc1ccccc1OC)C2
→ 20µM*	i	-21.3%	x	38.8%	-2.3%	5.6%	-2.7	u
(27) CCn1cc(/C=C(\NC(=O)c2ccccc2F)C(=O)NCCCN2CCOCC2)c2ccccc21
→ -0.6%	i	i	-0.4%	18.4%	24.1%	7.4%	23.8	5.9%
(28) Cc1cc(C)nc(/N=C(/NC(=O)Nc2cccc(Cl)c2)Nc2ccccc2)n1
→ -8.5%	i	i	-0.7%	-12.1%	10.7%	1.3%	13.2	4.2%
(29) COc1ccc(CC(=O)N[C@@H](C)C(=O)N2CCC3(CC2)NCCc2[nH]cnc23)cc1
→ 10.6%	i	-1.7%	7.2%	-14.3%	4.6%	2.9%	3.7	2.7%
(30) COc1ccc(CN2CCC3CC2c2cc(-c4cccc(C)c4)ccc23)cc1 (stereo unspecified)
→ -3.2%	i	i	-4.6%	14.3%	-13.9%	-12.5%	8.2	-27.3%
(31) CCCCCn1nc(C)c(/C=N/NC(=O)c2ccoc2C)c1C
→ -8.5%	i	i	6.9%	13.4%	5.7%	1.2%	11.1	0.0%
(32) O=C(NCc1ccncc1)c1cccc(S(=O)(=O)NCc2ccccc2)c1
→ 2.4%	i	-8.3%	1.7%	17.9%	22.5%	-3.1%	-5.1	4.9%
(33) CC(C)(C)c1cc(=O)n2c(nc3ccccc32)[nH]1
→ 11.9%	i	-28.6%	-1.5%	x	-6.8%	-16.8%	19.4	0.0%
(34) COc1cc(O)c(C(CC(=O)N2CCCCC2)c2ccc3c(c2)OCO3)c(OC)c1 (stereo unspecified)
→ -1.8%	i	-22.4%	-0.4%	12.7%	0.1%	13.7%	u	0.1%
(35) CC(=O)Nc1nn(CC(C)C)c2nc3ccc(C)cc3cc12
→ -11.0%	i	-17.8%	-9.7%	-25.5%	-12.8%	0.3%	1.2	-13.5%
(36) CCCOC(=O)CSc1nc(N)c(C#N)c(CC)c1C#N
→ -1.0%	i	i	3.2%	17.8%	-9.3%	-21.6%	-10.6	50.8%[activator]
(37) COc1ccc(S(=O)(=O)N2CC(O)CC2C(=O)Nc2cccnc2)cc1 (stereo unspecified)
→ -29.0%	i	-7.7%	9.9%	15.8%	-13.4%	-7.9%	-14.9	23.7%
(38) Cc1cc(N2CCCC2)ccc1NC(=O)COc1ccccc1
→ -26.4%	i	i	13.8%	u	-3.4%	1.3%	10.0	7.2%
(39) NC(=O)CCC(NC(=O)c1ccc(Cl)cc1)C(=O)O (stereo unspecified)
→ 3.7%	i	-11.2%	-2.3%	-18.3%	-13.0%	-1.9%	5.9	18.3%
(40) C/C(CC(=O)NCCCN1CCOCC1)=N\NC(=O)COc1ccc(Cl)cc1
→ -10.6%	i	5.3%[57.5 µM]	-5.7%	-6.4%	5.1%	11.8%	20.1	9.7%
(41) CCOC(=O)c1ccc(NC(=O)c2oc3c(c2C)-c2nn(Cc4ccccc4Cl)cc2CC3)cc1
→ u	x	-41.9%	x	u	-43.0%	x	x	u
(42) O=C(NCC(c1ccco1)N1CCc2ccccc2C1)C(=O)Nc1cc(F)ccc1F (stereo unspecified)
→ -6.8%	i	-36.8%	-17.0%	3.7%	4.1%	0.4%	16.4	u
(43) COc1ccc(C(=O)CCNc2ccc3c(c2)OCCO3)cc1
→ 0.0%	i	-28.3%	22.1%	-17.2%	u	-3.8%	0.2	-2.7%
(44) CC(C)(C)S(=O)(=O)c1ccccc1C(=O)O
→ 17.8%	i	i	-6.3%	-17.0%	14.0%	-0.3%	14.9	0.3%
(45) CCOC(=O)c1ccc(NC(=O)c2cccc3c2C(=O)N(CC2CCCO2)C3)cc1 (stereo unspecified)
→ 22.4µM*	i	-1.9%	16.5%	u	6.1%	2.8%	6.8	1.8%

One compound at a time (already shown). Order of screens: TDP43 rescue	Akt phos inh	PTHR1 ag	GLP-1R agonist	FUS yeast rescue	Abeta yeast res	aSyn rescue	D3 antag	GLP-1R inv ag
`NC(=O)CCC(NC(=O)c1ccc(Cl)cc1)C(=O)O` (stereo unspecified) in the list: 3.7%	i	-11.2%	-2.3%	-18.3%	-13.0%	-1.9%	5.9	18.3%
`CCCOC(=O)CSc1nc(N)c(C#N)c(CC)c1C#N` in the list: -1.0%	i	i	3.2%	17.8%	-9.3%	-21.6%	-10.6	50.8%[activator]
